# High-throughput results (PubChem)
# PMI inhibitors = inhibitors of human PMI, primary screen, biochemical, fluorescence intensity, coupled assay (AID 1209); purified PMI enzyme, coupled fluorescence intensity; higher % means a stronger effect; inhibition, % at 20 µM, or IC50 in µM where a hit was titrated; actives 0.42% (n = 190,000);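 note: plate controls were DMSO vehicle for no effect and wells lacking substrate for full effect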
# NOD1 NF-kB reporter = NOD1 signaling inhibitors, primary screen, cell-based, luminescence, uHTS (AID 1578); inhibition, % at 4 µM; hits with a dose series show EC50 in µM; actives 1% (n = 290,000); NOD1-driven NF-kB luciferase reporter cells, luminescence; higher % means a stronger effect; in the data active = inhibition mostly above about 36%, no sharp cut-off; inactive = mostly below about 34%;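 note: HEK-293T reporter cells stimulated with the NOD1 agonist gamma-tri-DAP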
# LYP phosphatase = inhibitors of LYP phosphatase, biochemical, fluorescence intensity, uHTS (AID 1779); Tyrosine-protein phosphatase non-receptor type 22 (Homo sapiens); recombinant LYP phosphatase, fluorescence intensity; higher % means a stronger effect; one-dose inhibition, % at 11.5 µM; IC50 in µM for titrated hits; actives 0.054% (n = 290,000);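 note: plate controls were vehicle with enzyme for no effect and no enzyme for full effect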
# KOR beta-arrestin-1 = KOR agonists, beta-arrestin recruitment, primary screen, cell-based, luminescence, uHTS (AID 1777); actives 0.02% (n = 280,000); one-dose activation, % at 10 µM; EC50 in µM for titrated hits; KOR beta-arrestin recruitment, luminescence; higher % means a stronger effect; Kappa-type opioid receptor (Homo sapiens); in the data active = activation above about 50%, passing the limit was not always enough; note: a part of the inactive calls stands beside numbers as strong as those of hits
# NOD2 inhibition = NOD2 signaling inhibitors, cell-based, luminescence, uHTS, HEK293 (AID 1566); HEK293 NOD2/NF-kB luciferase reporter, luminescence; higher % means a stronger effect; one-dose inhibition, % at 4 µM; EC50 in µM for titrated hits; actives 0.63% (n = 290,000); note: many of its hits are not listed in these tables
# TNAP activators = human TNAP enzyme activators, primary screen, biochemical, luminescent, no phosphate acceptor, uHTS (AID 1001); Alkaline phosphatase, tissue-nonspecific isozyme (Homo sapiens); purified TNAP, luminescent activation assay, no phosphate acceptor; higher activation fold means a stronger effect; activation fold at 20 µM; hits with a dose series show EC50 in µM; actives 0.03% (n = 200,000); in the data active = activation fold from about 3, or a potency from the dose series; inactive = the rest, 99 in 100 with activation fold below about 1.6; note: many of its hits are not listed in these tables
# KOR beta-arrestin-2 = KOR antagonists, beta-arrestin recruitment, cell-based, luminescence, uHTS (AID 1778) | Kappa-type opioid receptor (Homo sapiens) | KOR beta-arrestin recruitment, luminescence, antagonist mode; higher % means a stronger effect | inhibition, % at 10 µM, or IC50 in µM where a hit was titrated | actives 0.091% (n = 290,000); note: strong numbers were not always called active
# XIAP displacement = XIAP antagonists, biochemical, IAP family, fluorescence polarization (AID 1018) | E3 ubiquitin-protein ligase XIAP (Homo sapiens) | XIAP BIR domain, fluorescence polarization peptide displacement; higher % means a stronger effect | displacement, % at 20 µM; hits with a dose series show IC50 in µM | actives 0.007% (n = 200,000); in the data active = displacement above about 50%; note: a part of the inactive calls stands beside numbers as strong as those of hits
# PMI inhibition = human PMI inhibitors, high substrate, primary screen, biochemical, fluorescence intensity, high mannose 6-phosphate (AID 1220) | Mannose-6-phosphate isomerase (Homo sapiens) | recombinant PMI enzyme, coupled fluorescence intensity; higher % means a stronger effect | inhibition, % at 20 µM, or IC50 in µM where a hit was titrated | actives 0.66% (n = 190,000)
# Starred values were filed as active, the others as inactive; · = no result given; [ ] = remark or other dose. Cut-off read from the data, not from the text of the source, unless noted: active = inhibition above about 50%; inactive = the rest. Not all compounds are listed (hit frequency here may not be typical).
SMILES,PMI inhibitors,NOD1 NF-kB reporter,LYP phosphatase,KOR beta-arrestin-1,NOD2 inhibition,TNAP activators,KOR beta-arrestin-2,XIAP displacement,PMI inhibition
Cc1onc(-c2ccccc2Cl)c1C(=O)N1CCN(Cc2ccc3c(c2)OCO3)CC1,-7%,-18%,-10%,·,-2%,1.1,-51%[20 µM],-8.4%,-6%
O=C(NCCn1cc(SCc2ccccc2)c2ccccc21)c1c(F)cccc1F,6%,-13%,-2%,1.0%,10%,1,-23%,-21%,5%
COCCN1C=C2C(=O)C(C)(OC(=O)CCc3ccccc3)C(=O)C=C2C=C1c1ccc(C#N)cc1 (configuration not stated),·,3%,-12%,0.8%,25%,·,18%,·,·
Cc1ccc(C)c(S(=O)(=O)NCc2ccc(C(=O)N3CC(C)OC(C)C3)cc2)c1 (configuration not stated),-3%,-26%,-1%,4.8%,10%,1,-17%,-8.3%,-6%
O=C(CSc1nc(O)cc(=O)n1-c1ccccc1)NC1CCCCC1,9%,10%,-4%,6.6%,7%,1.1,-26%,-11%,0%
C[C@H](NC(=O)OCc1ccccc1)C(=O)NNC(=O)[C@H](Cc1ccccc1)NC(=O)OC(C)(C)C,·,1%,-9%,2.4%,8%,·,16%,·,·
CCCn1c(N)c(C(=O)CN2CCN(S(=O)(=O)c3cccs3)CC2)c(=O)[nH]c1=O,2%,-6%,-7%,-4.3%,14%,1.1,1%,-2.0%,2%
CCOC(=O)C1CN(S(=O)(=O)c2ccc(C)cc2)C1,5%,-17%,-7%,-1.5%,-12%,1.2,16%,-6.7%,8%
CCOc1ccc(C(=O)NCc2cccnc2)cc1,7%,6%,-10%,-7.9%,15%,1.1,-33%,-6.4%,11%
O=C(NC(=S)Nc1cccnc1)c1cc2ccccc2o1,-1%,-61%,-6%,-0.3%,-73%,1,-3%,-3.9%,-4%
O=C(CSc1nccc(=O)[nH]1)c1c[nH]c2ccccc12,·,1%,-4%,3.9%,10%,·,-31%,·,·
CC[n+]1c(/C=C/N(C)c2ccccc2)oc2ccc(F)cc21,-18%,8%,-9%,-3.9%,29%,1.1,-5%,-1.7%,26%
C=CC[N+](C)(C)CCCNC(=O)/C=N/O,-17%,33%,-11%,5.1%,-2%,1,-17%,-12%,-84%
CCCCNC(=O)C(=O)N/N=C/c1ccc(C(=O)OC)cc1,8%,-4%,-6%,-2.2%,-8%,1.1,2%,0.0%,4%
CCCC(=Nc1ccc(N)cc1)C1=C(O)C(C(=O)OC)C(C)(C)CC1=O (configuration not stated),36%,-34%,-5%,3.4%,1%,1.1,25%,-3.2%,29%
CC(=O)Nc1ccc2c(c1)nc1n2CCSC1,-5%,-8%,-2%,-4.7%,13%,0.9,-6%,-12%,-6%
Cc1cccc(C(=O)N[C@H](C(=O)Nc2nc3ccc(S(C)(=O)=O)cc3s2)C(C)C)c1,-2%,-14%,-3%,-0.4%,-1%,1.1,-65%[20 µM],-6.5%,-6%
CC(=O)N/N=C(\C)c1cccc(NC(=O)c2cccs2)c1,2%,-20%,-6%,0.7%,11%,1.1,-12%,-1.4%,2%
Cc1ccc(OCC(=O)Nc2ccc(S(=O)(=O)N3CCOCC3)cc2)c([N+](=O)[O-])n1,-9%,-20%,0%,6.4%,7%,1.1,-26%,-4.0%,-11%
CC(C)CN1C(=O)c2ccc(C(=O)Nc3ccccn3)cc2C1=O,-11%,-20%,-8%,-1.0%,-21%,1,15%,2.3%,-4%

# Shown bar-delimited: part of the list above
Molecule | PMI inhibitors | NOD1 NF-kB reporter | LYP phosphatase | KOR beta-arrestin-1 | NOD2 inhibition | TNAP activators | KOR beta-arrestin-2 | XIAP displacement | PMI inhibition
O=C(CSc1nccc(=O)[nH]1)c1c[nH]c2ccccc12 | · | 1% | -4% | 3.9% | 10% | · | -31% | · | ·
CC[n+]1c(/C=C/N(C)c2ccccc2)oc2ccc(F)cc21 | -18% | 8% | -9% | -3.9% | 29% | 1.1 | -5% | -1.7% | 26%
C=CC[N+](C)(C)CCCNC(=O)/C=N/O | -17% | 33% | -11% | 5.1% | -2% | 1 | -17% | -12% | -84%
CCCCNC(=O)C(=O)N/N=C/c1ccc(C(=O)OC)cc1 | 8% | -4% | -6% | -2.2% | -8% | 1.1 | 2% | 0.0% | 4%
CCCC(=Nc1ccc(N)cc1)C1=C(O)C(C(=O)OC)C(C)(C)CC1=O (configuration not stated) | 36% | -34% | -5% | 3.4% | 1% | 1.1 | 25% | -3.2% | 29%
CC(=O)Nc1ccc2c(c1)nc1n2CCSC1 | -5% | -8% | -2% | -4.7% | 13% | 0.9 | -6% | -12% | -6%
Cc1cccc(C(=O)N[C@H](C(=O)Nc2nc3ccc(S(C)(=O)=O)cc3s2)C(C)C)c1 | -2% | -14% | -3% | -0.4% | -1% | 1.1 | -65%[20 µM] | -6.5% | -6%

# Additional structures follow.
SMILES,PMI inhibitors,NOD1 NF-kB reporter,LYP phosphatase,KOR beta-arrestin-1,NOD2 inhibition,TNAP activators,KOR beta-arrestin-2,XIAP displacement,PMI inhibition
CCOC(=O)c1nnn(-c2nonc2N)c1CN(CC)CC,1%,5%,-8%,-2.1%,10%,1.1,-47%,-5.3%,-9%
CCOc1cc(C(=O)OCC(=O)Nc2ccc(SC(F)F)cc2)cc(OCC)c1OCC,8%,3%,3%,9.2%,-18%,1.2,12%,1.9%,9%
CCCCn1c(O)c(N=NC(=O)Cn2c(C(F)(F)F)nc3ccccc32)c2ccccc21,-5%,11%,-6%,15%,-1%,1,-29%,-7.5%,-3%
O=[N+]([O-])c1ccc(-c2cnc(SCc3ccccc3Cl)[nH]2)cc1,18%,·,3%,1.3%,-58%,1,5%,-1.8%,13%
Cc1ccc(-c2nc(C(=O)NCCCN3CCOCC3)cc3c2[nH]c2ccccc23)cc1,·,-16%,-10%,0.1%,24%,·,-18%[20 µM],·,·
CCS(=O)(=O)N1CCN(c2cc3c(cc2[N+](=O)[O-])n(C)c(=O)n3C)CC1,12%,-1%,0%,-4.4%,-4%,1,17%,-5.8%,15%
O=C(O)/C=C/c1cn(Cc2ccccc2)nc1-c1cccs1,3%,-26%,-4%,-3.3%,11%,1.1,17%,-6.4%,-1%
CCC(=O)NNC(=O)c1cc(COc2cc(Cl)cc(Cl)c2)on1,·,12%,-10%,-1.0%,31%,·,-3%,·,·
COC(C(=O)NNC(=O)Cc1ccc(Cl)cc1)c1ccccc1 (configuration not stated),·,12%,-10%,6.7%,-4%,·,-6%,·,·
Cc1ccccc1C(=O)OC(C)CN1CCOCC1 (configuration not stated),-3%,-34%,-2%,1.1%,7%,1.1,-15%,-3.3%,-6%
COc1nc(NC(C)(C)C)nc(Oc2ccc(=O)n(-c3ccccc3)n2)n1,9%,-3%,-10%,-2.0%,7%,1.1,-1%,-6.6%,8%
Nc1ccccc1-n1c(=O)n(Cc2ccccc2F)c(=O)c2[nH]cnc21,·,3%,-6%,2.6%,15%,·,4%,·,·
Cc1noc(NC(=O)c2cccc(C(F)(F)F)c2)c1Cl,3%,-6%,-4%,-0.8%,14%,1.1,-8%[20 µM],-3.1%,0%
CCOc1cc(C(=O)O)cc(Cl)c1OCC#N,1%,·,-1%,4.7%,19%,1.1,9%,-2.7%,-12%
CCC(C)NC(=O)C(Cc1ccccc1)NS(=O)(=O)c1ccc2c(c1)CCC(=O)N2 (configuration not stated),·,-24%,-5%,-3.2%,7%,·,-3%,·,·
CC(=O)/C(=N\Nc1ccccc1)Sc1cccc2cccnc12,15%,6%,-8%,10%,3%,1.1,14%,-7.3%,7%
CCOC(=O)CC(NC(=O)CCc1c(C)nc2ncnn2c1C)c1ccc(C)cc1 (configuration not stated),-17%,-13%,-2%,6.4%,-8%,0.9,-18%,-3.6%,-12%
CC(=O)N1c2ccc(S(=O)(=O)NCCC(=O)Nc3ccc(F)cc3C)cc2CC1C (configuration not stated),·,8%,-11%,0.5%,15%,·,-11%,·,·
CN1CCCN(C(=O)c2ccc(Cl)s2)CC1,·,-15%,-8%,4.4%,-4%,·,6%,·,·
O=C(NCCN1CCOCC1)c1cc2ccccc2oc1=O,·,-5%,-3%,-0.3%,0%,·,-40%,·,·
Cc1cc(C(=O)OCC(=O)Nc2cccc(S(N)(=O)=O)c2)c2ccccc2n1,·,17%,-11%,-0.8%,5%,·,-9%,·,·
Cn1c(=O)c2c(nc(NCc3ccco3)n2CC(O)COc2ccccc2)n(C)c1=O (configuration not stated),-5%,-5%,-6%,1.6%,16%,1.1,-38%,-3.3%,-3%
Cc1cc(C=C(C#N)C#N)c(C)n1-c1ccccc1,-6%,·,-4%,10%,-55%,1,-58%,-2.6%,8%
FC(F)(F)c1nnc(-c2ccccc2)nc1Oc1ccc(Cl)cc1Cl,14%,·,-2%,2.6%,24%,1.1,6%,0.6%,9%
COc1cccc(-c2cccc(NC(=O)C3CCN(Cc4cccc(C)n4)CC3)c2)c1,·,-25%,-9%,-1.1%,-10%,·,-3%,·,·
CC(=O)c1cccc(N(C(=O)c2csnn2)C(C(=O)NC2CCCC2)c2ccccc2)c1 (configuration not stated),·,-43%,-8%,3.2%,7%,·,-29%,·,·
CN1CCN(C(=O)c2cc3c(=O)n4ccccc4nc3s2)CC1,·,-25%,-26%,-3.6%,5%,·,5%,·,·
Cc1ccc(-n2c(CCC(=O)O)ccc2-c2cccs2)cc1,12%,-7%,-4%,-2.9%,-5%,1.1,2%,-5.1%,6%
CC(=O)NNc1cc(N2CCOCC2)nc(N2CCOCC2)n1,-12%,-25%,-10%,-5.2%,5%,1.2,24%,-1.8%,11%
CCCCCn1c(CN2CCCCC2CC)nc2c1c(=O)n(C)c(=O)n2C (configuration not stated),-1%,-1%,-5%,-2.0%,1%,1,6%,-2.6%,2%
OC(COc1cccc(OCC(O)CN2CCCC2)c1)CN1CCCC1 (configuration not stated),-1%,-5%,-8%,-1.3%,17%,1,9%,-1.5%,5%
COC(=O)c1ccc(CO/N=C/c2cccc([N+](=O)[O-])c2)cc1,·,-12%,3%,3.9%,2%,·,-14%,·,·
C#Cc1cccc(-n2nnc(C(C)=O)c2C)c1,·,-14%,-6%,-2.1%,13%,·,5%,·,·
COc1cccc(OC)c1OCCOc1ccccc1OC(C)C,2%,-13%,-4%,-7.6%,10%,1.1,-8%,-3.5%,-2%
COc1ccc(N(C(=O)c2cccc([N+](=O)[O-])c2)S(=O)(=O)c2cccs2)cc1,-14%,-15%,0%,-4.4%,14%,1,-11%[20 µM],-5.7%,-2%
CCc1cc(C(=O)OC)c(NC(=O)CN2CCN(C(=O)C3CCCO3)CC2)s1 (configuration not stated),·,-17%,-7%,0.9%,9%,·,-5%,·,·
COc1ccc(OC)c(C(=O)c2coc3ccc(O)c(CN4CCOCC4)c23)c1,10%,-13%,-5%,2.8%,11%,1,1%,-4.2%,12%
CCn1ccnc1CNC(=O)c1ccc(OC2CCN(C(=O)COC)CC2)cc1,·,12%,-17%,5.1%,-15%,·,-33%,·,·
COc1ccccc1Nc1nc(-c2sc(NC(=O)CC(C)C)nc2C)cs1,28%,-37%,-3%,6.9%,4%,1,-46%,-3.4%,28%
O=C1c2ccccc2C(O)N1Cc1cccs1 (configuration not stated),18%,19%,-6%,-2.6%,2%,1.1,-2%,1.4%,12%
